RPL19A-GFP yeast: modulators of TOR pathway RPL19A-GFP in S. cerevisiae. S. cerevisiae RPL19A-GFP strain, flow cytometry, 3 h; stronger effect = lower value. percent response vs DMSO, % at 10 µM. 330,000 compounds, 0.3% hits. AID 2025;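 active means percent response vs DMSO below 50%; inconclusive means fewer than 70 events counted for the yeast strain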;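 further: median channel GFP fluorescence of the barcoded RPL19A-GFP strain; ratio of sample median GFP to plate DMSO average so 100% = DMSO; lower means less RPL19A-GFP as with rapamycin TOR inhibition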
AHR act: activates the human aryl hydrocarbon receptor; AHR-responsive luciferase reporter cells, luminescence; activation, % at 5 µM; 320,000 compounds, 2.5% hits; in the data active means activation above about 47%;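 further: 0% = vehicle wells and 100% = reference agonist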
Target sequence (P35869 whole entry, looked up): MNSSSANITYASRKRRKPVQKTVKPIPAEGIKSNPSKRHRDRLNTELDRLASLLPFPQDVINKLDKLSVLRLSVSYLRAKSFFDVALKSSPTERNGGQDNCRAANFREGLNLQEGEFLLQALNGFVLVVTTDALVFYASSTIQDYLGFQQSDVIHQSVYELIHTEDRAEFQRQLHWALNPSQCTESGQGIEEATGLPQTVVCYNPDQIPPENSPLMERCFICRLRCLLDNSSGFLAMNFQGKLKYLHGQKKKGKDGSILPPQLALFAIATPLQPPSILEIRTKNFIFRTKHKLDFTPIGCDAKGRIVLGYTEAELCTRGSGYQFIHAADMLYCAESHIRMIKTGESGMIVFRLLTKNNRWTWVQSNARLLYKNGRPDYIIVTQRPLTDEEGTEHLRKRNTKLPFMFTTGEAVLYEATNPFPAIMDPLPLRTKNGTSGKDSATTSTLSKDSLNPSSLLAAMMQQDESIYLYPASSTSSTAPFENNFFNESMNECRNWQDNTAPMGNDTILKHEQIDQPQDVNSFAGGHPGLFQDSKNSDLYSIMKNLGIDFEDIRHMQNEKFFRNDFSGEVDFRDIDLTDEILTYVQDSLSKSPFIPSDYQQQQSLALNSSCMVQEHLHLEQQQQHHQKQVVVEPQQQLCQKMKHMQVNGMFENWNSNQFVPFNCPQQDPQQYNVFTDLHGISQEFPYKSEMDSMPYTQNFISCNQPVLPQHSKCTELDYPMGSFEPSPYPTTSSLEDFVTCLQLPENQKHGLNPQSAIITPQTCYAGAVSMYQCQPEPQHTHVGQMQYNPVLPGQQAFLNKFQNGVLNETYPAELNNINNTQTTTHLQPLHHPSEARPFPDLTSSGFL
MEP2-GFP yeast: alters MEP2-GFP fluorescence in TOR pathway yeast screen | S. cerevisiae MEP2-GFP strain, flow cytometry GFP, 3 h; 100% = DMSO control level | GFP response vs DMSO, % at 10 µM | 330,000 compounds, 0.51% hits | AID 2016;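 active means GFP response versus DMSO above a set limit, roughly screen mean plus 3 SD, cut at about 180% in these data; inconclusive means fewer than 70 cells counted for a yeast strain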;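 further: median GFP fluorescence of the barcode-gated MEP2-GFP cells per well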
procasp7 counter: activates human procaspase-7, counter-screen for procaspase-3 activators. P55210. recombinant procaspase-7, Ac-DEVD-pNA absorbance 405 nm; D23A/D198A/D206A triple mutant, cannot self-cleave; scale: DMSO 0, 5 µM enzyme 100. activation, % at 8.5 µM. 330,000 compounds, 0.093% hits;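 active means percent activation above the screen-wide mean plus 3 SD, cut at about 25% in these data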
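Material: Procaspase-7 triple mutant (PC-7 D3A) | Quantity: 2 µM procaspase-7 mutant as dispensed | Reagent: DEVD-pNA substrate | Times: 1 h preincubation, 2 h reaction | Technique: 405 nm absorbance of p-nitroaniline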
proCasp3 act: activates human procaspase-3; 330,000 compounds, 0.11% hits; activation, % at 8.5 µM; recombinant procaspase-3 D3A, Ac-DEVD-pNA absorbance 405 nm; AID 463141;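 active means activation above the mean of all tested compounds plus 3 SD, cut at about 21% in these data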;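 further: 0% = DMSO alone and 100% = DMSO wells spiked with extra 5 µM PC-3 D3A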
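System: Procaspase-3 D3A mutant. Medium: Zinc-free 300 mM NaCl, 50 mM HEPES, 0.01% Triton X-100. Schedule: 1 h preincubation plus 2 h reaction at 25 °C. Measured by: 405 nm absorbance of p-nitroaniline, reads at 0 and 120 min. Read-out: percent activation relative to control range.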
LAP4 TOR yeast: alters LAP4-GFP fluorescence in TOR pathway yeast screen | S. cerevisiae LAP4-GFP multiplex, flow cytometry GFP, 3 h; median GFP as percent of DMSO wells | GFP response vs DMSO, % at 10 µM | 320,000 compounds, 0.34% hits | AID 2023;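 active means GFP response vs DMSO above a set limit, about the screen mean plus 3 SD, cut at about 150% in these data; inconclusive means under 70 cell events counted for the yeast strain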
JMJD2C inh: human JMJD2C demethylase inhibition | Q9H3R0 | GST-JMJD2C(1-420) H3K9me3 demethylation, DELFIA europium | inhibition, % at 2.35 µM | 330,000 compounds, 0.069% hits;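 active means more than half of a compound's replicate wells show inhibition beyond 50%, single wells judged on their own value; inconclusive means some, but no more than half, of replicates pass 50% inhibition; inactive means no replicate passes 50% inhibition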;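 further: signal counts dimethyl H3K9 product captured on neutravidin plate; 0% = median of DMSO wells and 100% = 0.3 times that DMSO median; strong numbers were not always called active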
Yeast superoxide: caloric restriction mimetics inhibiting age-related superoxide in yeast; S. cerevisiae aged cells, superoxide DHE fluorescence; stronger effect = lower value; superoxide response (% of plate mean), % at 10 µM; AID 2690; 330,000 compounds, 0.18% hits;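 active means superoxide response under a set limit, about three screen SD below normal, cut at about 65% in these data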;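 further: yeast aged for seven days with compound at 30 °C before DHE staining; 100% = average MFI of all compound-treated wells on the plate with controls excluded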
Numbers without * were called inactive; ? = inconclusive.

1. O=[N+]([O-])c1ccccc1S(=O)(=O)Oc1ccc(C(=S)N2CCOCC2)cc1
2. CCOC(=O)Cn1nc(/C=C/c2ccc(C(C)C)cc2)ccc1=O
3. CCc1ccccc1N(CC(=O)N1CCN(c2ccccc2)CC1)S(C)(=O)=O
4. Cc1c(C(=O)NC(C)c2ccc(-n3ccnc3)cc2)cccc1[N+](=O)[O-] (stereo unspecified)
5. COC(=O)c1ccccc1NC(=O)CN1CCN(c2ccccn2)CC1
6. O=S(=O)(NCCc1ccccc1)c1ccc(F)cc1
Assay by compound | 1 | 2 | 3 | 4 | 5 | 6
RPL19A-GFP yeast | 107 | 99 | 101 | 101 | 95 | 98
AHR act | -3 | 36 | 0 | 61* | 0 | -2
MEP2-GFP yeast | 113 | 109 | 97 | 102 | 95 | 112
procasp7 counter | -2 | 5 | 7 | 11 | 0 | 5
proCasp3 act | -12 | 3 | 1 | -2 | 11 | 2
LAP4 TOR yeast | 89 | 124 | 101 | 93 | 113 | 103
JMJD2C inh | 2 | 2 | 0 | -4 | -4 | -34
Yeast superoxide | 111 | 105 | 102 | 102 | 105 | 99

Part of the list above, showing only Yeast superoxide, JMJD2C inh and procasp7 counter.
item | compound | Yeast superoxide | JMJD2C inh | procasp7 counter
5 | COC(=O)c1ccccc1NC(=O)CN1CCN(c2ccccn2)CC1 | 105 | -4 | 0
3 | CCc1ccccc1N(CC(=O)N1CCN(c2ccccc2)CC1)S(C)(=O)=O | 102 | 0 | 7

2 of the compounds above, with values under each structure:
Second line of a record – RPL19A-GFP yeast	AHR act	MEP2-GFP yeast	procasp7 counter	proCasp3 act	LAP4 TOR yeast	JMJD2C inh	Yeast superoxide
1) O=[N+]([O-])c1ccccc1S(=O)(=O)Oc1ccc(C(=S)N2CCOCC2)cc1
  107	-3	113	-2	-12	89	2	111
2) CCOC(=O)Cn1nc(/C=C/c2ccc(C(C)C)cc2)ccc1=O
  99	36	109	5	3	124	2	105

(continued)
7. CC1(OC(=O)c2ccc(Cl)nc2)C(=O)C=C2C=C3CCCN3C=C2C1=O (stereo unspecified)
8. Cc1oc2cc3oc(=O)c(CC(=O)NCC(=O)N[C@@H](C(=O)O)c4ccccc4)c(C)c3cc2c1C
9. COc1ccc(NC(=O)c2cc(-c3cccs3)on2)cc1
10. O=C(NC1CCCCC1)c1ccccc1NC(=O)C1CC1
11. CC1CC(C)CN(C(=O)COC(=O)c2ccc[nH]c2=O)C1 (stereo unspecified)
12. COc1cccc(NC(=O)CN(C)C(=O)CC(NC(=O)c2ccccc2Cl)c2ccccc2)c1 (stereo unspecified)
Assay by compound | 7 | 8 | 9 | 10 | 11 | 12
RPL19A-GFP yeast | 96 | 96 | 102 | 101 | 98 | 97
AHR act | -2 | 1 | -9 | 8 | -2 | 1
MEP2-GFP yeast | 90 | 113 | 112 | 100 | 95 | 95
procasp7 counter | -6 | -3 | 9 | 10 | -1 | 3
proCasp3 act | -2 | 1 | 0 | -2 | 5 | -2
LAP4 TOR yeast | 104 | 104 | 107 | 94 | 100 | 99
JMJD2C inh | 2 | 9 | 5 | 0 | 5 | -9
Yeast superoxide | 95 | 100 | 117 | 106 | 99 | 80

Three compounds out of the list, ordered by formula weight, smallest number first.
10. O=C(NC1CCCCC1)c1ccccc1NC(=O)C1CC1
7. CC1(OC(=O)c2ccc(Cl)nc2)C(=O)C=C2C=C3CCCN3C=C2C1=O (stereo unspecified)
8. Cc1oc2cc3oc(=O)c(CC(=O)NCC(=O)N[C@@H](C(=O)O)c4ccccc4)c(C)c3cc2c1C
Assay by compound | 10 | 7 | 8
RPL19A-GFP yeast | 101 | 96 | 96
AHR act | 8 | -2 | 1
MEP2-GFP yeast | 100 | 90 | 113
procasp7 counter | 10 | -6 | -3
proCasp3 act | -2 | -2 | 1
LAP4 TOR yeast | 94 | 104 | 104
JMJD2C inh | 0 | 2 | 9
Yeast superoxide | 106 | 95 | 100

Next results.
13. O=[N+]([O-])c1cc([N+](=O)[O-])c(Oc2c(Cl)cccc2Cl)cc1NN1CCCCC1
14. Fc1ccc(C2CCCN2Cc2nc(CC3CC3)no2)cc1 (stereo unspecified)
15. Cn1c(=O)c2c(nc(NCc3ccco3)n2CCc2ccccc2)n(C)c1=O
16. COc1ccc(CN=C2Nc3ccccc3CS2)cc1
17. COCCCNC(=O)CN1CCN(Cc2ccc(Cl)cc2)C1=O
18. Cc1nn(C2CCCCC2)c(N)c1-c1ccccc1
Assay by compound | 13 | 14 | 15 | 16 | 17 | 18
RPL19A-GFP yeast | 92 | 101 | 89 | 99 | 99 | 84
AHR act | 4 | 0 | 5 | 3 | -4 | 5
MEP2-GFP yeast | 94 | 106 | 95 | 111 | 100 | 87
procasp7 counter | 2 | 3 | -2 | 5 | 2 | 2
proCasp3 act | 8 | -4 | 0 | 0 | 1 | 5
LAP4 TOR yeast | 136 | 100 | 89 | 101 | 96 | 91
JMJD2C inh | -3 | 6 | 4 | 14 | -2 | 10
Yeast superoxide | 95 | 94 | 98 | 101 | 83 | 99

19. CN1CCN(C2=C(Cl)C(=O)N(c3ccc(Cl)c(Cl)c3)C2=O)CC1
20. CCn1c(SCC(=O)NCCc2ccccc2)nnc1-c1ccco1
21. Cc1cccc(NC(=S)NCc2cccs2)c1C
22. Cc1cc(-n2nc(C)cc2C)nc(N)n1
23. CCC(CC)C(=O)OCC(=O)NC12CC3CC(CC(C3)C1)C2
24. O=C(O)c1ccc2c(c1)C(=O)/C(=C\c1ccco1)C2=O
Assay by compound | 19 | 20 | 21 | 22 | 23 | 24
RPL19A-GFP yeast | 97 | 99 | 93 | 94 | 99 | 103
AHR act | 5 | -1 | 0 | -1 | -2 | 3
MEP2-GFP yeast | 103 | 103 | 102 | 95 | 97 | 103
procasp7 counter | 6 | 0 | 9 | -4 | -12 | -19
proCasp3 act | 4 | -1 | 0 | 15 | 0 | -7
LAP4 TOR yeast | 99 | 98 | 101 | 98 | 103 | 89
JMJD2C inh | ? | -21 | 15 | 3 | 0 | -13
Yeast superoxide | 94 | 102 | 83 | 86 | 108 | 88

25. Cc1nc2c(ccc3c2ccc2nc(C)sc23)s1
26. O=C(NCc1ccc(F)cc1)c1cccc2c1C(=O)N(Cc1cccnc1)C2
27. CCC(C(=O)NC1CCCC1)n1c(SCc2cccc(C)c2)nc2ccncc21 (stereo unspecified)
28. Cc1sc(NC(=S)NC(=O)c2ccc(C(C)(C)C)cc2)c(C#N)c1C
29. Cc1cc(N2CCCC2=O)cc(C)c1S(=O)(=O)NCCOc1ccc(C(C)(C)C)cc1
30. Cc1noc(C)c1C(=O)Nc1ccc2c(c1)CCC2
31. O=C(CCN1C(=O)NC2(CCCC2)C1=O)Nc1cccc(S(=O)(=O)N2CCOCC2)c1
Assay by compound | 25 | 26 | 27 | 28 | 29 | 30 | 31
RPL19A-GFP yeast | 108 | 100 | 100 | 100 | 101 | 102 | 99
AHR act | 21 | 9 | 4 | -3 | 5 | -3 | -1
MEP2-GFP yeast | 103 | 113 | 104 | 109 | 102 | 105 | 99
procasp7 counter | 1 | 10 | 2 | -17 | 7 | -5 | 2
proCasp3 act | 8 | -2 | -3 | -13 | 8 | 10 | -1
LAP4 TOR yeast | 106 | 102 | 100 | 104 | 101 | 101 | 97
JMJD2C inh | 0 | -7 | -8 | 2 | 8 | -1 | 6
Yeast superoxide | 113 | 94 | 112 | 121 | 103 | 99 | 107

From PubChem
